S1P3 antag: S1P3 receptor antagonists, primary screen, cell-based. Sphingosine 1-phosphate receptor 3 (Homo sapiens), Q99500. CHO S1P3 NFAT-BLA reporter, FRET fluorescence, antagonist mode. inhibition, % at 4.98 µM. actives 0.27% (n = 170,000);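 active = inhibition above the plate cutoff, the mean inhibition of test wells on that plate plus 3 SD, cut at about 28% in these data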;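 also: cells challenged with S1P at its EC80 of 0.8 µM; blue over green emission ratio from cleaved BLA substrate after 4 h stimulation; 0% = S1P-stimulated wells and 100% = unstimulated DMSO-only wells; some compounds past the cut are filed as inactive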
Target sequence (Q99500 whole entry, looked up): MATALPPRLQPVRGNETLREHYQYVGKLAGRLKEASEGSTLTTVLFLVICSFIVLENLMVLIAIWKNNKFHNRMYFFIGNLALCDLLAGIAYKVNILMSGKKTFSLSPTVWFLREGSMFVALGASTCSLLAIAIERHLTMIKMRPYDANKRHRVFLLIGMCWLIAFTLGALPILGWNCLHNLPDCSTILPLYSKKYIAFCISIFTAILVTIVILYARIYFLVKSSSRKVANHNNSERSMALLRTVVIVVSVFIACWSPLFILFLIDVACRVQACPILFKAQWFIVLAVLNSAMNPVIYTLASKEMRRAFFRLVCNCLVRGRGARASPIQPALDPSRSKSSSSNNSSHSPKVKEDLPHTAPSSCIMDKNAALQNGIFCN
PPARg SRC1 recr: PPARgamma agonists recruiting SRC-1 coactivator, primary screen, biochemical. Peroxisome proliferator-activated receptor gamma (Homo sapiens), P37231. PPARgamma-SRC-1 coactivator recruitment biochemical assay. activation, % at 8 µM. actives 0.41% (n = 200,000). AID 631, 2007; in the data active = activation above about 19%;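 also: 0% = DMSO and 100% = reference agonist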
Target sequence (P37231 whole entry, looked up): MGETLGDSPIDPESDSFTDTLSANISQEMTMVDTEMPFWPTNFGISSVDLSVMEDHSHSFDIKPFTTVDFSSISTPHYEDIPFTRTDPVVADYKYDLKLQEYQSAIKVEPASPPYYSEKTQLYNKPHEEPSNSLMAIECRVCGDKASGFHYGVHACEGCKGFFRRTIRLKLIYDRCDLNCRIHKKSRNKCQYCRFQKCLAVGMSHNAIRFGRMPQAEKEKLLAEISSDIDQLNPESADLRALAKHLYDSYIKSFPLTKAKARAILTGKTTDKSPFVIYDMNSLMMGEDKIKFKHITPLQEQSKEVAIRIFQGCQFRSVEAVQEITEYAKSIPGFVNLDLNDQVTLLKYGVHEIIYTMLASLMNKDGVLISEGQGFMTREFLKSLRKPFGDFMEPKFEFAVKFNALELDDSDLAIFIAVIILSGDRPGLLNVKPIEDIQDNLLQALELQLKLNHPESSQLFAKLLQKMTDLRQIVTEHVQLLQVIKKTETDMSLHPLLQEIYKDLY
bIAP activator: bovine intestinal alkaline phosphatase activators, primary screen, biochemical, bovine IAP, CDP-star luminescence | activation factor at 20 µM | AID 1016, 2008 | actives 0.17% (n = 200,000) | alkaline phosphatase, intestinal [Bos taurus] | purified bovine IAP, 30 min; hits give high values; fold of DMSO-control signal, blank-subtracted;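 active = activation factor of 2 or more at 20 µM, a signal rise over negative controls twice the positive control's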
ROMK primary: ROMK potassium channel modulators, primary screen, cell-based, thallium flux, MLSMR library; ATP-sensitive inward rectifier potassium channel 1 (Homo sapiens), P48048; Tet-inducible ROMK, thallium flux fluorescence; actives lie on both sides; B-score at 10 µM; actives 2% (n = 130,000); AID 1918, 2009;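 active = signal ratio slope over the read window, or its plate-corrected B-score, at least 3 SD from the plate mean, either direction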;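 also: B-score of the F/F0 ratio slope over 7 to 12 s after thallium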
L major viab: Leishmania major promastigote growth inhibition, primary screen | Leishmania major promastigotes, resazurin fluorescence viability | inhibition, % at 10 µM | actives 9% (n = 200,000) | AID 1063, 2008; in the data active = inhibition above about 50%;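 also: promastigotes grown with compound for 44 hours at 28 °C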
TR-FRET SRC-2 ct: TR-FRET signal artefacts, primary screen, artefact control for PPARgamma SRC-2 agonist project, biochemical | TR-FRET ratio at 8 µM | actives 0.4% (n = 200,000) | TR-FRET artefact counter-screen; hits give high values; in the data active = TR-FRET ratio above about 2000; also: inactives centre near 1500
TLR4 MyD88 comp: inhibitors of TLR4-MyD88 association in cells, primary screen, cell-based, HeLa CL3-4, BLA complementation, FRET ratio. actives 0.18% (n = 200,000). Toll-like receptor 4 (Homo sapiens) + Myeloid differentiation primary response protein …. HeLa CL3-4 TLR4/MyD88 BLA complementation. inhibition, % at 8.4 µM; in the data active = inhibition above about 25%;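 also: 0% = vehicle and 100% = reference inhibitor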
PPARg SRC2 recr: agonists of PPARg-SRC-2 recruitment, primary screen, biochemical, HTS | Peroxisome proliferator-activated receptor gamma (Homo sapiens), P37231 | actives 0.34% (n = 200,000) | activation, % at 8 µM | PPARgamma LBD-SRC-2 recruitment; in the data active = activation above about 22%;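 also: 0% = vehicle and 100% = reference agonist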
PPARg SRC-3 ag: PPARgamma agonists recruiting SRC-3 coactivator, primary screen, biochemical. Peroxisome proliferator-activated receptor gamma (Homo sapiens), P37231. biochemical PPARgamma/SRC-3 coactivator recruitment assay. activation, % at 8 µM. actives 0.26% (n = 200,000). AID 731, 2007; in the data active = activation above about 23%;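 also: 0% = DMSO and 100% = reference agonist; some compounds past the cut are filed as inactive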
bIAP inh: bovine intestinal alkaline phosphatase inhibitors, primary screen, selectivity assay for TNAP inhibitor project, biochemical, bovine IAP, CDP-star luminescence | alkaline phosphatase, intestinal [Bos taurus] | purified bovine IAP, 30 min | inhibition, % at 20 µM | 190,000 tested, under 10 active;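 active = over 50% inhibition of intestinal alkaline phosphatase at 20 µM in the single-dose screen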
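Assay system – bovine IAP enzyme · Quantity – bovine IAP at 1/65,000,000 final dilution · Detection – CDP-star luminescence signal · Times – 30 min reaction at room temperature · Also added – CDP-star substrate at 30 µM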
Redox H2O2 prof: compounds producing H2O2 with reducing agent – biochemical, NIH compound library profiling, artefact control for MLSCN library redox annotation, primary screen; AID 878, 2007; actives 0.03% (n = 200,000); DTT-dependent redox cycling H2O2, phenol red/HRP absorbance; 100% = 100 µM peroxide control, 0% = buffer; activation, % at 10 µM;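 active = activation of at least 50% relative to the plate's high and low controls in the primary single-dose screen; inactive = activation below 50%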;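 also: compound incubated with DTT at 0.8 mM final as the reducing agent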
* marks the source's active call; other numbers are inactive results; · = not tested or not shown.

Every second line gives: S1P3 antag	PPARg SRC1 recr	bIAP activator	ROMK primary	L major viab	TR-FRET SRC-2 ct	TLR4 MyD88 comp	PPARg SRC2 recr	PPARg SRC-3 ag	bIAP inh	Redox H2O2 prof
- O=C(N/N=C/c1ccc(-c2ccccc2Cl)o1)c1ccccc1
    7	-1	0.9	-0.054	37	1469	4	-2	3	7	-0.5
- CCCCn1c(SCC(=O)Nc2cc(C(F)(F)F)ccc2Cl)nnc1C(CC)N(C)C (stereo not drawn)
    0	4	1	·	82*	1569	-16	10	2	5	·
- CCOc1ccc(S(=O)(=O)N(CC)CC)cc1N
    -6	-6	0.9	-0.44	-8	1365	3	2	-8	10	-0.2
- Cc1ccc(N(CCC#N)C(=O)CCl)cc1C
    -9	0	1	1.9	79*	1834	6	5	-1	-4	-0.1
- CC(=O)Nc1cccc(-c2csc(Nc3cccc(C)n3)n2)c1
    ·	5	0.9	·	34	1637	-6	12	9	11	1.4
- COc1ccc(-c2cc(-c3ccccc3)nc(SCC(=O)Nc3ncc(C)s3)c2C#N)cc1
    13	-3	1	-0.028	18	1511	7	-5	0	0	0.3
- CC(C)(C)C(=O)CN1CCN(C2c3ccccc3-c3ccccc32)CC1
    ·	-1	1.1	-0.87	-2	1515	5	-3	-1	-6	0.7
- COc1cc(/C=N/S(=O)(=O)CCc2ccccc2)cc(OC)c1O
    -3	2	0.9	·	-4	1695	1	6	-2	9	0.1
- Cc1oc2cc(O)ccc2c(=O)c1Oc1ccccc1
    ·	1	1	-0.39	-1	1412	-10	6	10	-4	0.1
- COC(=O)c1cccc(COC(=O)c2ccc(CS(=O)(=O)c3ccc(C)cc3)cc2)c1
    ·	-3	0.9	·	-7	1438	9	-8	-6	14	2.7
- CC1(C)CC(=O)C2=C(C1)N(c1ccccc1)C(=O)C2(O)C(F)(F)F (stereo not drawn)
    -8	-2	1	0.034	49	1567	-7	6	0	2	0.0
- O=C(NCC(c1cccnc1)N1CCN(c2ccccc2)CC1)c1ccco1 (stereo not drawn)
    -20	2	·	0.45	89*	1522	7	15	-12	·	0.6
- CCN(C(=O)CSc1nc2cc(C(=O)OC)ccc2c(=O)n1Cc1ccco1)c1cccc(C)c1
    14	12	1.1	-1.1	38	1737	-3	1	11	-8	1.5
- CC1CCc2c(sc3ncn4c(SCC(=O)NCc5ccco5)nnc4c23)C1 (stereo not drawn)
    -25	7	0.9	-0.0091	1	1443	7	9	4	9	2.8
- COc1cc2c(cc1NC(=O)C(C)OC(=O)C1CC(=O)N(Cc3ccco3)C1)oc1ccccc12 (stereo not drawn)
    ·	-2	1	-0.77	2	1493	-5	2	-2	1	0.0
- COc1ccc(C2=NN(C(=O)COc3ncnc4ccccc34)C(c3ccco3)C2)cc1 (stereo not drawn)
    4	-3	0.9	-0.14	18	1597	-12	-10	0	5	-1.0
- NNCCc1ccccc1
    0	12	1	·	-9	1693	4	11	7	4	-0.1
- Fc1ccc(C2NC(=S)NC3=C2N2CCC3CC2)cc1 (stereo not drawn)
    ·	4	0.9	-0.69	-7	1570	-18	3	8	10	0.0
- CCSc1ncc(/C=N/Nc2ccc(Cl)cc2)n1C
    ·	-4	0.9	·	78*	1572	-4	-1	0	7	3.9
- N#C/C(=C\c1c(N2CCC(C(N)=O)CC2)nc2ccccn2c1=O)S(=O)(=O)c1ccccc1
    ·	5	0.8	0.62	-4	1748	1	3	7	20	0.0
- O=C1C=CC(=O)N1CCNc1ncc(C(F)(F)F)cc1Cl
    -30	1	1.2	-0.091	2	1490	9	2	7	-18	-0.8
- O=C(CC1Oc2ccccc2NC1=O)NCCCN1CCOCC1 (stereo not drawn)
    2	2	0.9	·	-5	1348	0	-8	-1	14	0.3
- COc1ccc(CC(=O)NC(C)(C)C)cc1S(=O)(=O)N1CCOCC1
    ·	7	1	-0.18	5	1452	-8	2	-5	4	0.1
- CCn1c(SCC(=O)NC(=O)NCc2ccco2)nnc1-c1cccs1
    ·	5	1	·	-2	1611	-1	16	10	4	-4.8
- CCOC(=O)NN1C(=O)c2ccccc2NC1c1ccccc1 (stereo not drawn)
    2	5	1.3	·	1	1674	-14	3	1	-27	0.5
- Cc1ccc(NC(=O)CN(C)C(=S)NC2CC2)cc1
    -11	26*	1	0.2	2	1539	-7	6	2	2	-1.5
- COCCNS(=O)(=O)c1cc(OC)c(C)cc1C
    -12	1	1	0.24	0	1538	12	-4	-4	2	-0.5
- CCOC(=O)C1(CC2CCCCO2)CCN(C(=O)Nc2ccc3c(c2)OCO3)CC1 (stereo not drawn)
    -12	16	1	-0.82	-3	1612	-3	6	2	-4	-0.9
- CN(C)CCCN(Cc1cc2cc3c(cc2[nH]c1=O)OCO3)C(=S)Nc1ccccc1
    -18	0	1	·	-2	1484	17	-5	7	-1	-0.2
- COc1ccc(C(=O)NCCc2nnc(SCC(=O)Nc3ccccc3C(C)C)n2C)cc1
    ·	8	1	0.29	0	1582	-11	5	3	-3	0.0
- O=C(O)CCCNS(=O)(=O)c1ccc(NCc2ccccc2)c(C(=O)O)c1
    4	-2	1	-0.059	-4	1485	-12	-5	-8	-3	6.5
- CC(C)OC(=O)CSc1nnc(CNc2ccc(Cl)cc2)n1Cc1ccccc1
    ·	3	0.9	·	6	1662	5	-4	-6	12	1.1
- Cc1cc(NC(=O)c2ccc(S(=O)(=O)Nc3ccccc3)cc2)no1
    ·	-2	1	·	22	1677	8	8	-7	-3	-3.2
- Cc1cc(NC(=O)COC(=O)C2CCN(C(=O)c3ccc(Cl)cc3)CC2)no1
    -6	0	0.9	·	-5	1608	9	-1	-5	13	0.5
- Cn1cccc1CC(=O)NNC(=S)Nc1ccc(Cl)cc1Cl
    -12	-1	1	-0.53	-10	1391	9	-5	-5	-1	0.3
- CC(C)(C)NC(=O)COC(=O)c1ccccc1NC(=O)c1ccco1
    -5	16	1	-2.4	-2	1532	4	4	7	-3	-0.2
- Cc1ccc(NC(=O)COc2ccc(Br)cc2CO)cc1
    ·	6	0.6	·	8	1499	-9	5	1	44	0.1
- O=C(O)c1cc(Cl)c(Cl)cc1C(=O)N1CCOCC1
    13	-4	1	1.3	-7	1629	-6	8	-7	0	0.3
- CCOC(=O)c1c(C)[nH]c(C)c1C(=O)COC(=O)/C=C/c1cccc(Cl)c1
    -6	8	0.9	0.16	0	1583	-4	5	5	7	-0.7
- O=C(NC1CC2CCCC(C1)N2C(=O)NC1CCCCC1)c1ccc(F)cc1 (stereo not drawn)
    -5	11	1	·	8	1796	-4	5	8	-1	5.7
- COc1ccc(CCNC(=O)COc2ccc(-c3ccc(C#N)cc3)cc2)cc1
    -7	-4	0.9	·	-6	1401	-3	-6	4	8	2.0
- COc1ccccc1NC(=O)C1=C(C)NC(SCC(=O)c2ccc(C)cc2)=C(C#N)C1c1ccco1 (stereo not drawn)
    ·	11	1	-0.87	15	2554*	8	9	23	0	-0.2
- CN1CCN(c2ccc([N+](=O)[O-])cc2/C=N/NC(=O)c2cccc([N+](=O)[O-])c2)CC1
    3	1	0.6	-2.3*	36	1804	-2	20	7	39	-0.6
- COc1ccccc1Nc1nc(N)nc(CN2CCCCC2)n1
    4	6	1	-0.25	3	1669	-19	-4	1	0	-0.7
- COCCCNC(=O)C12CCC(C)(C(=O)C1)C2(C)C (stereo not drawn)
    -22	0	0.9	·	-6	1605	1	3	4	7	2.8
- COc1ccccc1N1CCN(CC(=O)Nc2cccc(F)c2)CC1
    -16	2	1	·	-2	1436	3	5	2	5	0.3
- C=CCc1c(NCCO)nc(C)[nH]c1=O
    3	3	1.1	0.26	-5	1520	9	2	2	-8	-0.2
- CC1CCCCN1c1ncnc(N)c1[N+](=O)[O-] (stereo not drawn)
    -9	8	1.2	0.33	-3	1633	-5	4	5	-15	-0.1
- N#Cc1cc(C(=O)c2cc(F)ccc2O)cn(Cc2ccccc2)c1=O
    0	-12	0.9	1.8	17	1514	-9	-5	1	8	0.0
- Cc1nc(C(=O)N(C)C)nn1-c1cc(Cl)ccc1Cl
    ·	5	0.9	·	-1	1548	-5	0	-5	7	2.1
- Fc1ccccc1-c1nc2ncccc2o1
    -20	1	0.9	0.053	-5	1403	1	-8	-1	8	-0.8
- O=c1c(S(=O)(=O)c2ccc(Cl)cc2)cn(Cc2ccccc2F)c2ccc(F)cc12
    4	0	1.1	·	13	1603	-2	-5	-4	-11	0.7
- Cc1c(NS(=O)(=O)c2cccc(C(=O)NCc3ccccc3)c2)c(=O)n(-c2ccccc2)n1C
    ·	4	1	0.89	-1	1265	14	4	-2	1	0.0
- COc1ccccc1C1CC(c2ccc(Cl)cc2)Nc2nc(N)nn21 (stereo not drawn)
    ·	-10	1.1	·	10	1395	1	-7	-6	-9	-0.2
- COc1ccc(OCc2nc3ccccc3[nH]2)cc1
    ·	-5	0.9	0.018	-1	1495	-9	4	-1	12	0.2
- COc1ccc(/C=C2\N=C(C)N(c3ccc(C(=O)O)cc3)C2=O)cc1OC
    3	-14	1	·	-1	1364	-6	4	0	2	0.4
- COc1cc(Cl)c(C)cc1NC(=O)Cc1ccc(OC)c(OC)c1
    12	-3	1.2	-0.12	10	1950	-1	10	-1	-19	-0.3
- CCOC(=O)c1nn(-c2ccccc2)c(C#N)c1N
    5	-2	1	-0.075	7	1546	14	0	-2	1	0.4
- COc1ccccc1C/C(N)=N/OC(=O)COc1cccc(C)c1C
    -9	-4	1	0.008	-5	1468	7	0	1	-3	-0.1
- CCCCNC(=O)C1CCN(c2nc(OC)nc(OC)n2)CC1
    ·	3	1.1	0.32	-6	1569	4	11	-1	-13	-0.1
- C/C(O)=C\c1nc2ccccc2oc1=O
    ·	11	1	·	65*	1679	-7	7	0	2	0.4
- Cc1ccc(CN2CCN(Cc3cn(C)nc3-c3ccccc3)CC2CCO)o1 (stereo not drawn)
    4	5	1.2	·	-4	1468	-19	-5	-1	-17	-1.0

Three compounds from above, arranged by their value in Redox H2O2 prof, highest first.
SMILES | Redox H2O2 prof
Cn1cccc1CC(=O)NNC(=S)Nc1ccc(Cl)cc1Cl | 0.3
C=CCc1c(NCCO)nc(C)[nH]c1=O | -0.2
Fc1ccccc1-c1nc2ncccc2o1 | -0.8

Compound activity deposited in PubChem by several laboratories.

Compounds as they come; 11% or so of the library scored in one or more.
